West Nile virus CPE – West Nile virus antiviral activity, cell-based, CPE readout (AID 1621) | 290,000 tested, 0.02% active | CPE inhibition, % at 10 µM; hits with a dose series show IC50 in µM | West Nile virus-infected cells, CPE inhibition; higher % means a stronger effect; in the data active = a potency from the dose series; inconclusive = CPE inhibition mostly from about 3.7% at the one dose, without a potency; inactive = the rest, 99 in 100 with CPE inhibition below about 2.2%; also: strong numbers were not always called active
RSV antiviral HEp-2 – RSV antiviral activity via CPE protection, HEp-2 cells, primary 10 µM value included (AID 2391) | HEp-2 cells, RSV-induced CPE inhibition; higher % means a stronger effect | CPE inhibition, % at 10 µM; hits with a dose series show IC50 in µM | 310,000 tested, 0.13% active; in the data active = a potency from the dose series; inconclusive = CPE inhibition mostly from about 23% at the one dose, without a potency; inactive = the rest, 99 in 100 with CPE inhibition below about 21%; also: strong numbers were not always called active
SV40 large T antigen – SV40 large T antigen inhibitors, biochemical (AID 1903); inhibition, % at 20 µM; hits with a dose series show IC50 in µM; 310,000 tested, 0.39% active; SV40 large T antigen ATPase/helicase inhibition assay; higher % means a stronger effect; in the data active = a potency from the dose series; inconclusive = inhibition mostly from about 32% at the one dose, without a potency; inactive = the rest, 99 in 100 with inhibition below about 32%; also: strong numbers were not always called active
human PMI inhibition – inhibitors of human PMI, primary screen, biochemical, fluorescence intensity, coupled assay (AID 1209). purified PMI enzyme, coupled fluorescence intensity; higher % means a stronger effect. 190,000 tested, 0.42% active. Mannose-6-phosphate isomerase (Homo sapiens). inhibition, % at 20 µM; hits with a dose series show IC50 in µM;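 also: plate controls were DMSO vehicle for no effect and wells lacking substrate for full effect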
Salmonella PhoP GFP – inhibitors of PhoP regulon expression, primary screen, Salmonella Typhimurium, GFP reporter (AID 1863). S. Typhimurium PhoP-regulated promoter GFP reporter, 4 h; higher % means a stronger effect. one-dose inhibition, % at 50 µM; IC50 in µM for titrated hits. 300,000 tested, 0.16% active;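 active = inhibition over 29.93%, a cutoff 3 SD above the screen mean, later confirmed by dose response; inconclusive = inhibition over 29.93% but no dose response follow-up; inactive = inhibition at most 29.93% or unconfirmed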;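 also: 0% = low Mg2+ inducing control and 100% = high Mg2+ repressing control; strong numbers were not always called active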
PMI inhibition – human PMI inhibitors, high substrate, primary screen, biochemical, fluorescence intensity, high mannose 6-phosphate (AID 1220). Mannose-6-phosphate isomerase (Homo sapiens). recombinant PMI enzyme, coupled fluorescence intensity; higher % means a stronger effect. one-dose inhibition, % at 20 µM; IC50 in µM for titrated hits. 190,000 tested, 0.66% active
TNAP activation fold – human TNAP enzyme activators, primary screen, biochemical, luminescent, no phosphate acceptor, uHTS (AID 1001); Alkaline phosphatase, tissue-nonspecific isozyme (Homo sapiens); purified TNAP, luminescent activation assay, no phosphate acceptor; higher activation fold means a stronger effect; activation fold at 20 µM, or EC50 in µM where a hit was titrated; 200,000 tested, 0.03% active; in the data active = activation fold from about 3, or a potency from the dose series; inactive = the rest, 99 in 100 with activation fold below about 1.6; also: many of its hits are not listed in these tables
Insulin prom up – insulin promoter activators in MIN6 cells, imaging, high-content screening, mouse beta cells; MIN6 insulin promoter-GFP reporter; active compounds read high; z-score at 5 µM; 190,000 tested, 0.3% active;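 active = z-score above 3 at 5 µM with at least 500 cells counted in the well; inconclusive = wells under 500 cells, flagged as cytotoxic or low count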
CSM14.1 death rescue – rescue of cells from ER stress-induced death, primary screen, 384-well, CSM14.1, thapsigargin, ATP luminescence (AID 1222) | CSM14.1 thapsigargin-induced death rescue, ATP luminescence; higher % means a stronger effect | one-dose cellular ATP content (survival), % at 20 µM; EC50 in µM for titrated hits | 190,000 tested, under 10 active;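 active = EC50 below 50 µM in the dose-response confirmation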;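 also: death triggered by thapsigargin at about 15 µM added after 2 h compound pretreatment; cell ATP read after overnight thapsigargin exposure of roughly 18 to 22 hours; normalized against plate controls of thapsigargin alone and 5% DMSO vehicle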
Insulin prom up cell count – second read-out of Insulin prom up, no call of its own (marks repeat the call); cell count; measured here: cytotoxicity, nuclei count;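 total cells summed across four imaged fields per well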
Starred values were filed as active, the others as inactive; ? = inconclusive; / = no result given. Rule as the data show it, unless noted: active = inhibition above about 50%; inactive = the rest.

Sequence of screens – West Nile virus CPE	RSV antiviral HEp-2	SV40 large T antigen	human PMI inhibition	Salmonella PhoP GFP	PMI inhibition	TNAP activation fold	Insulin prom up	Insulin prom up cell count	CSM14.1 death rescue
- CC(=O)Nc1ccc(-c2nnn(CC(=O)Nc3ccc4c(c3)OCO4)n2)cc1Cl
 : 0.5%	-1.5%	8%	-6%	-2%	0%	1.1	0	1402	-0.7%
- O=C(O)c1cccc(S(=O)(=O)N2Cc3ccccc3C2)c1
 : 0.8%	1.5%	25%	-15%	6%	-13%	1.1	-0.29	1261	5.8%
- CCOC(=O)/C(=N\Nc1cccc(C(F)(F)F)c1)N1CCOCC1
 : -1.3%	-0.3%	-5%	-50%	7%	-52%	1.1	0.18	1214	10%
- Cc1ccc2c(c1)C1CN(C)CCC1N2C(=O)c1ccccc1NS(=O)(=O)c1ccc(F)cc1C (centres undefined)
 : -1.1%	-0.5%	8%	-11%	-6%	-9%	1.1	-0.46	1284	-3.3%
- Cc1ccc(NC(=O)COc2cccc3ccc(C)nc23)c(Br)c1
 : -0.8%	4.3%	14%	-2%	-13%	2%	1	-0.52	1056	-0.7%
- Cn1c(Nc2ccccc2)cc(=O)n(C)c1=O
 : 1.0%	1.9%	1%	/	3%	/	/	/	/	/
- Cc1cc(C)c(S(=O)(=O)N2CCCCC2)c(C)c1-n1ncnn1
 : -0.8%	3.0%	1%	12%	1%	6%	1.1	1.2	1172	0.0%
- O=C(O)C1CC1c1ccc(Br)cc1 (centres undefined)
 : 1.5%	2.5%	3%	0%	0%	-4%	1.1	1.1	1652	-0.8%
- COc1ccc(C2C(C(=O)c3ccco3)=C(O)C(=O)N2CCCn2ccnc2)c(OC)c1 (centres undefined)
 : 0.8%	0.5%	12%	/	7%	/	/	/	/	/
- COc1ccc(C(C)=O)cc1COC(=O)c1cc(=O)c2ccccc2o1
 : 0.0%	0.4%	-3%	/	-8%	/	/	/	/	/
- O=S(=O)(c1ccc2c(c1)OCCO2)N1CCN(c2cccc(Cl)c2)CC1
 : -0.5%	39%	-3%	21%	36%	19%	1.1	0	1086	/
- O=C(CSc1ccc(Cl)cc1)NNC(=O)c1ccco1
 : 0.2%	1.7%	30%	/	2%	/	/	/	/	/
- Cc1ccc(Sc2c(CO)c(-c3ccccc3)nn2C)cc1
 : -1.6%	4.0%	-1%	6%	2%	9%	1	0.65	1274	-13%
- O=S(=O)(Nc1cccc(Br)c1)c1cccc2nsnc12
 : -0.9%	1.5%	4%	/	8%	/	/	/	/	/
- CCN(CC)C(=O)c1ccc(S(=O)(=O)N2CCC(c3nc4ccccc4s3)CC2)cc1
 : ?	0.4%	0%	-3%	2%	-3%	1	0.22	1162	-0.6%
- COCCNC(=O)COc1ncnc2scc(-c3ccc(F)cc3)c12
 : 0.1%	4.4%	12%	-5%	7%	2%	1.4	0.42	1227	-0.4%
- O=C(Nc1ccc(Cl)cn1)c1ccc2nccnc2c1
 : 1.3%	2.4%	4%	/	4%	/	/	/	/	/
- CCOC(=O)C1=C(C)N(CCCCCC(=O)O)C(=O)NC1c1ccc([N+](=O)[O-])cc1 (centres undefined)
 : -0.9%	2.7%	?	/	-10%	/	/	/	/	/
- COc1ccc(-n2c(Cc3ccccc3)nnc2SCc2ccc([N+](=O)[O-])cc2)cc1
 : -0.6%	12%	12%	16%	1%	7%	1.1	-1.9	1317	-0.6%
- Cc1noc(/C=C/N(C)C)c1S(=O)(=O)N1CCCC(C(=O)Nc2ccc3c(c2)OCO3)C1 (centres undefined)
 : 0.0%	0.3%	21%	-3%	14%	-7%	1	0.37	1017	-0.9%

Part of the list above in a different format.
molecule	West Nile virus CPE	RSV antiviral HEp-2	SV40 large T antigen	human PMI inhibition	Salmonella PhoP GFP	PMI inhibition	TNAP activation fold	Insulin prom up	Insulin prom up cell count	CSM14.1 death rescue
COc1ccc(C2C(C(=O)c3ccco3)=C(O)C(=O)N2CCCn2ccnc2)c(OC)c1 (centres undefined)	0.8%	0.5%	12%	/	7%	/	/	/	/	/
COc1ccc(C(C)=O)cc1COC(=O)c1cc(=O)c2ccccc2o1	0.0%	0.4%	-3%	/	-8%	/	/	/	/	/

Continuation:
Sequence of screens – West Nile virus CPE	RSV antiviral HEp-2	SV40 large T antigen	human PMI inhibition	Salmonella PhoP GFP	PMI inhibition	TNAP activation fold	Insulin prom up	Insulin prom up cell count	CSM14.1 death rescue
- COC(=O)c1nnn(CC(=O)Nc2cc(Cl)ccc2C)c1C(=O)OC
 : 0.2%	-0.1%	-5%	-2%	-8%	-4%	1.2	-1	991	0.9%
- Cn1cc(CNC(=O)c2ccc3nc(Cc4ccccc4F)oc3c2)cn1
 : 1.1%	2.7%	14%	/	-1%	/	/	/	/	/
- COc1ccccc1CNS(=O)(=O)c1ccc(NC(C)=O)cc1
 : -0.5%	0.0%	6%	1%	-8%	2%	1.1	-0.16	1734	-0.7%
- COc1ccc(N2CCN(C(=O)c3cccc(Cn4cc(Cl)cn4)c3)CC2)cc1
 : -0.5%	19%	18%	23%	-1%	14%	1	0.71	1252	3.4%
- CCC(=O)Nc1ccc(C(=O)OCc2ccccc2Cl)cc1
 : 0.8%	45%	7%	2%	-4%	-3%	1	-0.28	1007	0.6%
- CCc1cc(C(=O)OC)c(NC(=O)CSc2nccn2C)s1
 : -0.7%	8.4%	5%	/	-6%	/	/	/	/	/
- CC(=O)Nc1ccc(S(=O)(=O)N/N=C/c2cccnc2)cc1
 : -0.1%	-0.9%	-4%	/	-2%	/	/	/	/	/
- COc1ccc(C(=O)Oc2cc(N)n(S(=O)(=O)c3ccc(C)cc3)n2)cc1
 : 0.3%	0.2%	19%	/	13%	/	/	/	/	/
- C/C(=C\C(=O)c1ccc(F)cc1)NCc1ccc2c(c1)OCO2
 : 0.0%	-1.2%	-3%	10%	5%	10%	1	-0.39	1455	-2.2%
- COCCN1C(=O)c2ccccc2C(C(=O)NCCCN2CCCC2)C1c1c[nH]c2ccccc12 (centres undefined)
 : 0.1%	0.0%	4%	4%	-9%	5%	1.1	/	/	-2.5%
- Cc1cc(C)c(S(=O)(=O)N2CCN(C)CC2)c(C)c1
 : -0.4%	0.1%	2%	-8%	8%	-8%	1.2	-1.5	1035	-1.3%
- O=C(c1ccco1)N1CCN(S(=O)(=O)c2ccc3c(c2)CCN3C(=O)C2CCC2)CC1
 : -1.1%	-0.5%	10%	-4%	-9%	4%	1.1	-1.1	922	-0.3%
- C(=N\Nc1nc(N2CCCC2)nc(N2CCCC2)n1)/c1cccnc1
 : -0.4%	2.5%	3%	-7%	1%	-3%	1.3	-0.52	1459	3.3%
- CCCCOCCCNC(=O)c1c(-c2ccccc2)noc1C
 : 0.5%	0.2%	-2%	0%	1%	-4%	1.1	-1.6	975	2.5%
- COc1ccc(NC(=S)Nc2cc(C)ccn2)c(OC)c1
 : -0.1%	0.0%	21%	-3%	-2%	4%	1.1	0.15	1226	-0.9%
- O=C(CSc1ccc(-c2ccc(F)cc2)nn1)NC1CCCCC1
 : -1.1%	4.5%	20%	/	-4%	/	/	/	/	/
- CC(C)(C)CC(C)(C)NC(=S)Nc1ccc2nc(-c3ccccn3)c(-c3ccccn3)nc2c1
 : 1.4%	3.0%	-13%	-22%	-8%	-22%	0.9	?	/	1.7%
- O=C(NC(Cc1ccccc1)C(=O)O)/C(=C\c1ccco1)NC(=O)c1ccc(Br)cc1 (centres undefined)
 : /	2.3%	16%	-2%	-23%	28%	1	0.35	1693	1.4%
- Cc1ccc(OCc2cc(C(=O)N3CCC(c4ccccc4Cl)C3)no2)cc1C (centres undefined)
 : 0.7%	12%	9%	/	-7%	/	/	/	/	/
- COc1cc(C2c3sc(=O)[nH]c3SC3C(=O)N(c4ccc(C)cc4)C(=O)C32)ccc1O (centres undefined)
 : 0.3%	-1.2%	27%	/	-8%	/	/	0.27	1370	/
- Cn1c(C(=O)N/N=C/c2ccccc2)cc2ccccc21
 : -0.5%	1.4%	13%	/	2%	/	/	/	/	/
- O=C(c1ccc(Cl)cc1)N1CCCOC1
 : 0.5%	0.6%	7%	2%	-8%	1%	1.1	-0.17	1329	/
- Cc1ccc2c(C)c(C(=O)N(C)CCC3CCCCO3)oc2c1C (centres undefined)
 : -0.8%	13%	24%	/	-7%	/	/	/	/	/
- Cc1ccc(Nc2nc(-c3ccc(C)cc3)c(CC(=O)O)s2)cc1
 : -0.1%	4.0%	11%	-21%	-1%	31%	1.1	-0.58	1152	-0.6%
- O=C(NNc1ccc([N+](=O)[O-])cc1[N+](=O)[O-])C1C2CCCCC21 (centres undefined)
 : -0.8%	2.0%	7%	2%	-3%	-1%	0.8	-0.12	1197	-0.5%
- CCOc1ccc(C(C)NC(=O)C2CCC2)cc1 (centres undefined)
 : -0.1%	2.9%	0%	6%	-5%	15%	1.2	0.63	1346	-6.6%
- CC(=O)/C=C/c1ccccc1Oc1c(F)c(F)nc(F)c1F
 : ?	2.8%	4%	/	-6%	/	/	/	/	/
- O=C(Nc1cccc(S(=O)(=O)N2CCCCC2)c1)c1ccc2ncsc2c1
 : 0.5%	8.1%	16%	/	-8%	/	/	0.06	1057	/
- COC(=O)c1c(N2C(=O)[C@H]3[C@@H](C2=O)[C@]2(C(=O)Nc4ccc(C)cc42)N2CCC[C@@H]32)sc(C)c1C
 : -0.2%	-2.1%	1%	-3%	-7%	4%	1.1	/	/	-1.0%
- COc1ccc(N(C(=O)c2snc(C(N)=O)c2N)C(C(=O)NCC2CCCO2)c2ccc(C)o2)cc1OC (centres undefined)
 : -0.1%	0.1%	2%	/	10%	/	/	/	/	/
- COc1cccc(OC)c1-c1nn2c(-c3cc(-c4ccccc4)n[nH]3)nnc2s1
 : 0.5%	21%	4%	2%	11%	-24%	1.6	-1.9	1524	-5.6%
- COC(=O)c1cccc(NC(=O)CSc2nnc(C)o2)c1
 : -0.3%	2.2%	8%	/	-3%	/	/	/	/	/
- O=C(CSc1ccc2ccccc2c1)Nn1cnnc1
 : 0.2%	2.0%	9%	6%	-4%	2%	1.1	/	/	-0.2%
- c1ccc(-c2noc(CSc3nc4ccccc4o3)n2)cc1
 : /	2.9%	-1%	21%	-6%	11%	1.1	0.83	1414	-0.5%
- CCOc1ccc(NC(=O)CSc2nncc(=O)[nH]2)cc1
 : 0.9%	0.0%	8%	/	15%	/	/	/	/	/
- Cn1c(C(=O)OCC(=O)NCC2CCCO2)cc2sccc21 (centres undefined)
 : -0.2%	1.1%	2%	4%	-5%	14%	1.1	/	/	1.0%
- COc1ccc(S(=O)(=O)N2CCOCC2)cc1NS(=O)(=O)/C=C/c1ccccc1
 : 0.9%	2.1%	24%	0%	1%	14%	1	-0.85	1339	0.7%
- COc1ccc(F)cc1CN1CCN(CC(=O)N2CCc3ccccc32)CC1
 : -1.5%	-0.1%	6%	/	-1%	/	/	/	/	/

Screening data deposited in PubChem BioAssay by several laboratories.
